All columns: NCI-60 one-dose screen, growth in % after 48 h at 10 µM unless noted; 100 = growth as untreated, 0 = no growth, -100 = all killed.
HCT-116: HCT-116 colon cancer. 7.3% of 82,000 active. AID 1794798
NCI-H322M: NCI-H322M lung cancer; 2.7% of 80,000 active
NCI-H522: NCI-H522 lung cancer | 8% of 78,000 active
HCT-15: HCT-15 colon cancer; AID 1794746; 5.2% of 82,000 active
NCI-H226: NCI-H226 lung cancer; 3.5% of 79,000 active
NCI/ADR-RES: NCI/ADR-RES ovarian cells; 4.4% of 81,000 active; AID 1794790
NCI-H460: NCI-H460 lung cancer | 6.8% of 82,000 active
COLO 205: COLO 205 colon cancer; AID 1794742; 7.3% of 79,000 active
HT29: HT29 colon cancer; 7.4% of 81,000 active; AID 1794748
* = called active by the depositor; nt = no result given; & = joins results of further samples. The calls were made as follows: active = growth percent below 10; inactive = the rest. Random draw from the library; overall some 12% were active at least once.

SMILES | HCT-116 | NCI-H322M | NCI-H522 | HCT-15 | NCI-H226 | NCI/ADR-RES | NCI-H460 | COLO 205 | HT29
O=C(/C=C/c1cccc(B(O)O)c1)c1cccc(B(O)O)c1 | -88* | nt | -9.1* | -40* | -59* | 8.1* | 23 | -91* | -47*
Cc1cc(=O)[nH]c(N/N=C/c2ccccc2O)n1 | 8.1* | -5.8* | 77 | 41 | 91 | 16 | 23 | 49 | 46
CC(C)(C)NC(=O)C(OC(=O)C1CCc2cc(F)ccc2O1)c1ccc(Br)cc1 (stereo not drawn) | 104 | 100 | 84 | 104 | 94 | 97 | 106 | 114 | 92
O=S(=O)(NCCCNc1nccc(-c2c(-c3ccc(F)c(O)c3)nc3sccn23)n1)c1ccccc1 | 31 | 88 | 52 | 68 | 98 | 100 | 62 | 30 | 51
Nc1nc2ccccc2nc1N | 100&97 | 86&111 | 92&92 | 104&99 | 77&92 | 95&106 | 109&96 | 106&115 | 98&106
OCC[P+](c1ccccc1)(c1ccccc1)c1ccccc1 | 89 | 91 | 54 | 99 | 97 | 110 | 101 | 83 | 85
O=C(CNc1nc(-c2cccc([N+](=O)[O-])c2)cs1)Nc1ccc(Cl)cc1 | 112 | 105 | 95 | 104 | 107 | 110 | 111 | 110 | 117
Cc1ccc(NC(=O)N=Nc2c(O)[nH]c3ccccc23)c(C)c1 | 89 | 77 | 80 | 92 | 89 | 96 | 100 | 104 | 107
C=C1C(=O)O[C@H]2[C@H]1CC/C(COC(=O)c1cc3cc(F)ccc3[nH]1)=C\CC[C@@]1(C)O[C@@H]21 | -87* | -36* | -69* | -60* | -41* | -20* | -59* | -69* | -54*
O=C(Nc1nn(-c2ccc(F)cc2F)nc1-c1ccccc1)c1ccccc1 | 93 | 99 | 89 | 96 | 90 | 95 | 112 | 101 | 103
FC(F)(F)C(c1ccc(Cl)cc1)c1ccc(Cl)cc1 | 101 | 103 | 85 | 105 | 95 | 102 | 106 | 110 | 96
COc1cc(-c2cn(-c3ccc(-n4cc(-c5ccc(Cl)cc5)[nH]c4=O)cc3)c(=O)[nH]2)cc(OC)c1OC | 103 | 106 | 115 | 106 | 102 | 112 | 97 | 117 | 107
C/C(=N/NC(N)=S)c1sc(Nc2cccc(Cl)c2)nc1C | 74 | 78 | 43 | 58 | 92 | 87 | 93 | 85 | 79
CC(=O)c1cc2c(cc1F)C(C)(C)CCC2(C)C | 94 | 97 | nt | 100 | 97 | 99 | 107 | 102 | 106
C/C(=N\Nc1nc(C)cs1)c1nnn(-c2ccc([N+](=O)[O-])cc2)c1C | 103 | 98 | 97 | 99 | 97 | 106 | 110 | 118 | 108

In another format: 2 of the compounds above.
Structure	HCT-116	NCI-H322M	NCI-H522	HCT-15	NCI-H226	NCI/ADR-RES	NCI-H460	COLO 205	HT29
C=C1C(=O)O[C@H]2[C@H]1CC/C(COC(=O)c1cc3cc(F)ccc3[nH]1)=C\CC[C@@]1(C)O[C@@H]21	-87*	-36*	-69*	-60*	-41*	-20*	-59*	-69*	-54*
CC(C)(C)NC(=O)C(OC(=O)C1CCc2cc(F)ccc2O1)c1ccc(Br)cc1 (stereo not drawn)	104	100	84	104	94	97	106	114	92

Remaining list, next part.
SMILES | HCT-116 | NCI-H322M | NCI-H522 | HCT-15 | NCI-H226 | NCI/ADR-RES | NCI-H460 | COLO 205 | HT29
CC1(C)CC(=O)c2c(nn(-c3ccc(Br)cc3)c2-c2cn(-c3ccccc3)nc2-c2ccccc2)C1 | 83 | 110 | 84 | 95 | 106 | 99 | 100 | 111 | 90
COc1ccc(C2=CC(c3ccc4c(c3)OCO4)NC(=O)N2)cc1OC (stereo not drawn) | 93 | 90 | 90 | 101 | 95 | 93 | 100 | 115 | 105
CNC1(C#N)CCCCC1 | 105 | 99 | 92 | 112 | 115 | 107 | 116 | 117 | 109
COc1cc(C(=O)O)cc(OC)c1OC(C)=O | 101 | 84 | 99 | 91 | 97 | 100 | 110 | 109 | 104
COc1ccc2oc(=O)cc(Cn3cnc4c(NCc5ccco5)ncnc43)c2c1 | 90 | 96 | 91 | 100 | 101 | 103 | 112 | 103 | 95
O=C(Nc1ccc(Nc2ncnc3sc4c(c23)CCOC4)cc1)Nc1ccc(Cl)c(C(F)(F)F)c1 | 78 | 102 | 67 | 99 | 103 | 95 | 100 | 104 | 81
O=c1[nH]c([C@@H]2CCCN2)nc2c1oc1ccc(Cl)cc12 | 34 | 56 | 25 | 66 | 52 | 83 | 34 | 12 | 44
O=C(O)c1ccc(NO)cc1 | 92 | 87 | 51 | 99 | 92 | 104 | 102 | 101 | 71
CCN(CC)C(=O)c1ccncc1 | 107 | 102 | nt | 106 | 92 | 110 | 102 | 99 | 102
O=C(CN1CCN(Cc2ccc([N+](=O)[O-])cc2)CC1)Nc1nc(-c2cc3ccccc3oc2=O)cs1 | 93 | 103 | 93 | 115 | 89 | 107 | 107 | 112 | 103
O=C(O)c1ccc(N/C=C/C(=O)c2ccc(Cl)cc2)cc1 | 108 | 103 | 96 | 101 | 96 | 100 | 106 | 103 | 108
Cc1noc2c(Cc3ccccc3)nn(CC(=O)N/N=C/c3ccc(F)cc3)c(=O)c12 | 35 | 85 | 86 | 94 | 29 | 61 | 29 | 73 | 95
COc1ccc2nc(-c3cc4c([nH]c5ccccc54)c(-c4cc(OC)c(OC)c(OC)c4)n3)[nH]c2c1 | 88 | nt | 64 | 53 | 97 | 58 | 82 | 48 | 54
CC1C(C)N(C(=O)CCCl)c2ccccc2N1C(=O)CCCl (stereo not drawn) | 101 | 100 | 98 | 105 | 98 | 93 | 106 | 111 | 103
O=C1C(=O)c2ccccc2C(O)=C1CCCc1ccc(C2CCCCCC2)cc1 | 25 | 24 | 42 | 25 | 38 | nt | 12 | 36 | 28
COc1ccc(N2C(=O)C(OC)C2c2ccc(F)cc2)cc1 (stereo not drawn) | 102 | 103 | 101 | 102 | 111 | 95 | 109 | 116 | 104
O=C(N=Nc1c(O)n(Cc2ccc(F)cc2)c2ccccc12)Nc1ccc(Cl)cc1 | 91 | 106 | 102 | 97 | 92 | 96 | 105 | 105 | nt
C=C1c2c(Cl)ccc(O)c2C(O)=C2C(=O)C3(O)C(O)=C(C(N)=O)C(=O)C(N(C)C)C3C(O)C12 (stereo not drawn) | 54 | 81 | 67 | 65 | 83 | 95 | 64 | 80 | 83
CO[C@@]1(NC(=O)Cc2cccs2)C(=O)N2C(C(=O)O)=C(COC(N)=O)CS[C@@H]21 | 100 | 101 | 99 | 110 | 103 | 106 | 117 | 111 | 104
COc1cc2nc(Cl)nc(Nc3cccc(C4=NN(C(C)=O)C(c5ccc(Br)cc5)C4)c3)c2cc1OC (stereo not drawn) | 71 | 85 | 86 | 70 | 84 | 76 | 67 | 91 | 89
Nc1ccc(Sc2ccccc2)cc1 | 99 | 97 | 79 | 105 | 105 | 101 | 109 | 103 | nt
Cc1ccc(-c2cssc2=S)cc1 | 97 | 112 | 87 | 96 | 97 | 103 | 107 | 118 | 104
COc1ccc(C(=O)c2sc3nc(-c4ccccc4)cc(-c4ccc(F)cc4)c3c2N)cc1OC | 94 | 102 | 97 | 95 | 93 | 94 | 102 | 93 | 103
Brc1cc2c(c3ccccc13)N1O[C@@H](C2)C[C@H]1CCc1ccccc1 | 94 | 86 | 81 | 87 | nt | 96 | 104 | 112 | 80
O=[N+]([O-])c1cccc2cn[nH]c12 | 106 | 103 | 95 | 98 | 93 | 104 | 98 | 99 | 101
O=C1c2ccccc2C(=O)c2c1ccc1[nH]c(CNCc3ccc(C(F)(F)F)cc3)nc21 | 80 | 89 | 85 | 81 | 99 | 94 | 87 | 102 | 94
NC(=O)/C=C\C(N)=O | 102 | 115 | 87 | 95 | 112 | 114 | 105 | 107 | 101
CC1(C)OB(c2ccc(CSc3ncnc4nc[nH]c34)cc2)OC1(C)C | 87 | 94 | 84 | 93 | 73 | 90 | 86 | 106 | 87
N#Cc1nnc2cc(-c3ccccc3)nn2c1-c1ccco1 | 97 | 94 | 101 | 102 | 90 | 102 | 104 | 109 | 107
Cc1c(C(=O)Nc2nc3ccccc3s2)cnn1-c1c(F)cccc1Br | 40 | 90 | 72 | 35 | 59 | 81 | 45 | 75 | 86
Oc1ccc(O)cc1 | 107 | 106 | -41* | 101 | 110 | 92 | 113 | 112 | 98
COc1ccc(-c2nc(-c3ccccc3)cn3c2nc2ccccc23)cc1 | 91 | 91 | 76 | 109 | 102 | 79 | 108 | 120 | 78
O=c1[nH]c2ccc(Cl)cc2cc1CSc1nccc(-c2ccc3ccccc3c2)n1 | 81 | 97 | 84 | 92 | 57 | 85 | 92 | 109 | 102
COc1cc(-c2nc3ccc(C(=O)NN4C(=O)c5ccccc5C4=O)cc3[nH]2)cc(OC)c1OC | 109 | 94 | 96 | 95 | 107 | 105 | 103 | 106 | 104
COc1cc(C(=O)N2CCN(c3ccccc3OC)CC2)c(N)cc1OCCCN1CCN(c2ccccc2OC)CC1 | 82 | 100 | 79 | 99 | 85 | 80 | 108 | 86 | 98
Nc1nc(SN=Nc2ccc(S(N)(=O)=O)cc2)c2[nH]cnc2n1 | 12 | 56 | -9.9* | 13 | 37 | 18 | 4.7* | -31* | 9.8*
CCOC(=O)c1ccc2c(c1)nc(-c1ccc(OCc3ccccc3)c(OC)c1)n2-c1cc(C(C)(C)C)[nH]n1 | 63 | 93 | 68 | 59 | 92 | 89 | 75 | 67 | 72
COc1cc(C2C(C#N)=C(c3c[nH]c4ccccc34)Nc3nc(N)[nH]c(=O)c32)cc(OC)c1OC (stereo not drawn) | 74 | 104 | -12* | 105 | 86 | 100 | 106 | 65 | 107
Cc1c(Cl)cccc1NC(=O)c1sc2nc3c(cc2c1N)CCCC3 | 24 | 74 | 4.4* | 24 | 69 | 27 | 13 | 22 | 8.3*
CCCN[C@H]1CCc2nc(N)sc2C1 | 112 | 107 | 102 | 99 | 103 | 104 | 109 | 114 | 104
O=[N+]([O-])c1ccc(-c2cn3nc(-c4c[nH]c5ccccc45)sc3n2)cc1 | 91 | 85 | 81 | 86 | 91 | 99 | 98 | 108 | 95
COc1cc(C(=O)c2cnc(-c3cccc4[nH]ccc34)[nH]2)cc(OC)c1OC | -8.1* | 35 | -7.8* | 18 | 46 | 11 | 2.8* | -37* | 7.6*
CCCCn1cc(-c2nc3ccccc3s2)c2cccnc21 | 79 | 80 | 80 | 85 | 82 | 86 | 103 | 101 | 92
CCc1nc(N)nc(N)c1-c1ccc(Cl)cc1 | 25 | nt | 83 | 34 | 66 | 56 | 21 | 76 | 48
Nc1ccccc1-c1ccc([N+](=O)[O-])cc1 | 60 | 57 | nt | 48 | 88 | 52 | 34 | 24 | 78
NNc1nc2ccccc2s1 | 96&91 | 98&138 | 96&101 | 88&103 | 92&99 | 98&98 | 104&99 | 107&101 | 98
COc1ccc(-n2nnc3c4nc(-c5ccc(Cl)cc5)oc(=O)c4c(C)nc32)cc1 | 107 | 122 | 97 | 100 | 93 | 109 | 107 | 112 | 104
COCC1(c2nc3cc(F)ccc3c(-c3ccccc3)c2-c2nn[nH]n2)CCCC1 | 90 | 104 | 93 | 99 | nt | 104 | 105 | 113 | 111
O=C1C=CC(=O)N1C1CCCCCCCCCCC1 | 0.6* | 95 | 7.0* | 89 | 83 | 102 | 106 | 52 | 45
Cc1cccc(-c2cc(O)c(C(=O)Nc3ccccc3)s2)c1 | 101 | 91 | 84 | 99 | 94 | 99 | 95 | 118 | 104
COc1cccc2c1C(=O)c1c(O)c3c(c(O)c1C2=O)C[C@@](O)(/C(C)=N/NC(=O)c1cccc([N+](=O)[O-])c1)C[C@@H]3OC1CC(N)C(O)C(C)O1 (stereo partly drawn) | -54* | -3.0* | -61* | nt | -67* | 58 | -39* | -98* | -54*
CCCCCCC(C(=O)OCC)(C(=O)OCC)C1CCCCCC1 | 99 | 97 | nt | 97 | 100 | 106 | 106 | 102 | 98
Cc1ccc(-c2ccccc2)cc1 | 101 | 99 | 100 | 99 | 88 | 93 | 105 | 125 | 97
C#CCN(C)CCCOc1ccc(NCc2ccc(/C=C/C(=O)NO)cc2)cc1Cl | 9.5* | 9.9* | 2.3* | 8.0* | -12* | -8.4* | 4.3* | -24* | 8.5*
S=C(Nc1ccccc1)Nc1ccc(Nc2ncnc3sc4c(c23)CCN(Cc2ccccc2)C4)cc1 | 86 | 101 | 96 | 98 | 89 | 103 | 101 | 84 | 67

Structures listed so far that have a nitro group on carbon (7):
SMILES | HCT-116 | NCI-H322M | NCI-H522 | HCT-15 | NCI-H226 | NCI/ADR-RES | NCI-H460 | COLO 205 | HT29
O=C(CNc1nc(-c2cccc([N+](=O)[O-])c2)cs1)Nc1ccc(Cl)cc1 | 112 | 105 | 95 | 104 | 107 | 110 | 111 | 110 | 117
C/C(=N\Nc1nc(C)cs1)c1nnn(-c2ccc([N+](=O)[O-])cc2)c1C | 103 | 98 | 97 | 99 | 97 | 106 | 110 | 118 | 108
O=C(CN1CCN(Cc2ccc([N+](=O)[O-])cc2)CC1)Nc1nc(-c2cc3ccccc3oc2=O)cs1 | 93 | 103 | 93 | 115 | 89 | 107 | 107 | 112 | 103
O=[N+]([O-])c1cccc2cn[nH]c12 | 106 | 103 | 95 | 98 | 93 | 104 | 98 | 99 | 101
O=[N+]([O-])c1ccc(-c2cn3nc(-c4c[nH]c5ccccc45)sc3n2)cc1 | 91 | 85 | 81 | 86 | 91 | 99 | 98 | 108 | 95
Nc1ccccc1-c1ccc([N+](=O)[O-])cc1 | 60 | 57 | nt | 48 | 88 | 52 | 34 | 24 | 78
COc1cccc2c1C(=O)c1c(O)c3c(c(O)c1C2=O)C[C@@](O)(/C(C)=N/NC(=O)c1cccc([N+](=O)[O-])c1)C[C@@H]3OC1CC(N)C(O)C(C)O1 (stereo partly drawn) | -54* | -3.0* | -61* | nt | -67* | 58 | -39* | -98* | -54*

Source: PubChem BioAssay (NCI)
